TLR4 MyD88 comp – TLR4-MyD88 interaction inhibition in cells. AID 861. inhibition, % at 8.4 µM. 200,000 tested, 0.18% active. O00206+Q99836. HeLa CL3-4 TLR4/MyD88 BLA complementation, FRET ratio; in the data active = inhibition above about 25%;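 note: 0% = vehicle and 100% = reference inhibitor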
Target sequence (O00206 whole entry, looked up): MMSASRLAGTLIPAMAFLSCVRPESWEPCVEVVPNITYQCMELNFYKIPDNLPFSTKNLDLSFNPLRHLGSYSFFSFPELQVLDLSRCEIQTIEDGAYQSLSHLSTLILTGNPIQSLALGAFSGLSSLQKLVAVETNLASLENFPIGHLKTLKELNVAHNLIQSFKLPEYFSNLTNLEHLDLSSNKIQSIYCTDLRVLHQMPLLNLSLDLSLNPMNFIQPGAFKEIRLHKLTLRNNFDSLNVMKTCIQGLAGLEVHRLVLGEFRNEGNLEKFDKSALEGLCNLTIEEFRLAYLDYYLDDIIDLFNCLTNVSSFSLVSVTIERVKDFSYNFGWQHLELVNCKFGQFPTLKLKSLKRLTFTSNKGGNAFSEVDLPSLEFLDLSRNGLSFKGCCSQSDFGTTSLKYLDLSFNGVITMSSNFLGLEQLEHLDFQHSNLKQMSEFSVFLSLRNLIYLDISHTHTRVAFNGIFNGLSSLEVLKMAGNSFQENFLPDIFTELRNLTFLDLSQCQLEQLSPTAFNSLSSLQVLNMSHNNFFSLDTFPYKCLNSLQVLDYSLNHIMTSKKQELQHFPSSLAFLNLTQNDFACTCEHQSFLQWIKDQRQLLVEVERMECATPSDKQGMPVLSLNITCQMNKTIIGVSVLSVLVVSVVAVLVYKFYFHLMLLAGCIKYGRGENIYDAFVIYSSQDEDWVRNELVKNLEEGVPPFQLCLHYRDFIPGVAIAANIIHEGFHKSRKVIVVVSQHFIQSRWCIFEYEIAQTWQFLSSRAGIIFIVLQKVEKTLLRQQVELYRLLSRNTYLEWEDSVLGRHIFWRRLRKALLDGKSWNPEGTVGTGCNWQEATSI
Target sequence (Q99836 whole entry, looked up): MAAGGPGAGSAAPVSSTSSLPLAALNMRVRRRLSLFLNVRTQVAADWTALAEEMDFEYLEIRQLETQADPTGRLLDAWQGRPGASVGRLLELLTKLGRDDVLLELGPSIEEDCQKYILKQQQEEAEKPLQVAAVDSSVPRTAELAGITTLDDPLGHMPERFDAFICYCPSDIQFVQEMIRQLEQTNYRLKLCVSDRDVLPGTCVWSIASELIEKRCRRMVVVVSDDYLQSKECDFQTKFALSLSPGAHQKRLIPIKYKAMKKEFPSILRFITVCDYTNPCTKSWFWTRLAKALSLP
NF-kB expr up – compounds increasing NF-kB expression in human neuronal cells; NF-kB reporter expression; active compounds read high; fold change at 12.5 µM; AID 1239; 190,000 tested, 1.6% active; in the data active = fold change above about 3.3
STAT1 inh – reduces IFN-gamma driven STAT1 reporter signal; NIH 3T3 STAT1-luciferase reporter, luminescence; inhibition, % at 5.5 µM; 200,000 tested, 0.35% active; AID 920;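 active = inhibition above a set limit, the mean inhibition across all tested compounds plus 3 SD, cut at about 34% in these data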;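 note: 0% = IFN-gamma with DMSO and 100% = IFN-gamma with 300 µM nifuroxazide; values of inactives mirror those of a sister screen read the other way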
APP 5'UTR act – activates APP 5'UTR luciferase reporter | SH-SY5Y APP 5'UTR luciferase reporter, luminescence; zero percent = DMSO vehicle wells | activation, % at 2 µM | 190,000 tested, 1% active;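 active = activation above a set limit, based on mean plus 3 SD of controls, cut at about 140% in these data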; note: values of inactives mirror those of a sister screen read the other way
STAT1 act – STAT1 signaling activation; NIH 3T3 STAT1-luciferase reporter, IFN-gamma, luminescence; 100% = IFN-gamma alone, no compound; 200,000 tested, 2.6% active; activation (% of control), % at 5.5 µM;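 active = activation above the screen-wide mean activation plus 3 SD, cut at about 130% in these data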;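 note: raw ratio to IFN-gamma control signal so 100% means no change and 0% no light; values of inactives mirror those of a sister screen read the other way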
Efa HMGR inh – blocks class II HMG-CoA reductase of Enterococcus faecalis; inhibition, % at 10 µM; purified E. faecalis HMGR, NADPH absorbance 340 nm kinetic; AID 1066; 190,000 tested, 0.41% active;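 active = inhibition above a set limit, the median over all tested compounds plus 3 SD, cut at about 9.5% in these data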;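 note: enzyme runs in reverse so mevalonate oxidation gives rising NADPH absorbance; 0% = complete reaction with DMSO and 100% = background rate lacking mevalonate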
STAT3 activator – STAT3 signaling activation; 190,000 tested, 0.91% active; U3A cells, IL-6 STAT3-luciferase reporter, luminescence; 100% = signal with IL-6 EC80 alone; activation (% of control), % at 5.6 µM;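 active = activation above the screen-wide mean of compound activation plus 3 SD, cut at about 130% in these data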;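 note: 0% = background luminescence of wells with medium and substrate only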
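Material: STAT1-lacking human U3A cells, STAT3 luciferase reporter | Benchmarks: IL-6-only wells as 100% reference | Probe or stimulus: IL-6 (33 ng/mL) | Timing: Compound 1 h, then IL-6 6 h at 37 °C | Detection: Luminescence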
DTT redox prof – compounds producing H2O2 with reducing agent – biochemical, NIH compound library profiling, artefact control for MLSCN library redox annotation, primary screen. 200,000 tested, 0.03% active. DTT-dependent redox cycling H2O2, phenol red/HRP absorbance; 100% = 100 µM peroxide control, 0% = buffer. activation, % at 10 µM;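 active = activation of at least 50% relative to the plate's high and low controls in the primary single-dose screen; inactive = activation below 50%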;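 note: compound incubated with DTT at 0.8 mM final as the reducing agent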
Hsp70 act – Hsp70 transcriptional activation, primary screen. 200,000 tested, 0.04% active. HeLa Hsp70 promoter luciferase reporter, luminescence; scaled: vehicle 0, proteasome-inhibitor control 100%. activation, % at 10 µM;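 active = activation above the mean across all tested compounds plus 3 SD, cutoff set per campaign, cut at about 5.5% in these data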;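 note: 100% = MG132 at 30 µM as the positive control and 0% = DMSO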
STAT3 inh – inhibitors of IL-6 induced STAT3 signaling; U3A cells, IL-6 STAT3-luciferase reporter, luminescence; host cell line lacks STAT1; inhibition, % at 5.5 µM; 190,000 tested, 0.89% active;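 active = inhibition above the mean inhibition across all screened compounds plus 3 SD, cut at about 44% in these data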;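 note: 0% = DMSO only wells and 100% = 100 µM nifuroxazide control wells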
* = called active by the depositor; x = not tested or not shown.

SMILES	TLR4 MyD88 comp	NF-kB expr up	STAT1 inh	APP 5'UTR act	STAT1 act	Efa HMGR inh	STAT3 activator	DTT redox prof	Hsp70 act	STAT3 inh
COc1ccc(NC(=O)c2ccc(=O)oc2)cc1	-14	1.7	-1	-1	101	-3	96	0.0	-0.3	11
O=C(O)c1cccc(S(=O)(=O)NCC2CCCO2)c1 (configuration not stated)	-10	1.1	0	-3	100	0	101	0.7	0.1	1
CCOc1ccc(/C=N/NC(=O)c2nnn(-c3nonc3N)c2-c2ccc(OCC)cc2)cc1	-9	1.1	3	7	97	0	105	0.2	-0.1	-1
Cc1oc2c(CN(C)C)c(O)ccc2c(=O)c1-c1ccc2ccccc2n1	-7	2.1	-1	-12	101	-7	103	-0.7	-0.3	1
COc1ccc(N2C(=O)CSC2c2ccncc2)cc1 (configuration not stated)	-5	2	-10	0	108	-2	101	-0.2	-0.3	4
O=c1cc(N2CCc3ccccc32)[nH]c(=O)n1-c1ccc(Br)cc1	-13	1.2	-5	4	105	-11	101	-3.1	0.0	7
COc1ccc(NC(=S)NCCCn2ccnc2)cc1	5	x	2	-1	99	x	104	6.9	-0.1	5
O=C(OCn1ncc(Cl)c(Cl)c1=O)c1ccc(F)cc1	27*	0.11	3	-97	97	3	93	1.5	13*	18
CN(CCNC(=O)c1cccc(N2CCCC2=O)c1)Cc1ccccc1	-1	0.87	-14	3	113	-8	99	0.1	-0.2	8
COc1cc(NS(=O)(=O)c2ccc(NC(=S)NC(=O)C3CCCC3)cc2)nc(OC)n1	1	0.96	0	x	98	-8	102	-0.9	-0.2	-2
COCCNC(=O)CSc1ccccc1C(=O)O	1	1.5	4	-19	96	0	100	-2.0	-0.5	4
CC1(C)Cc2ccccc2C(CSc2ccccc2C(=O)O)=N1	5	1	6	25	93	3	83	-0.4	-0.3	23

Brought forward from above: 2 entries; new compounds follow.
SMILES	TLR4 MyD88 comp	NF-kB expr up	STAT1 inh	APP 5'UTR act	STAT1 act	Efa HMGR inh	STAT3 activator	DTT redox prof	Hsp70 act	STAT3 inh
COCCNC(=O)CSc1ccccc1C(=O)O	1	1.5	4	-19	96	0	100	-2.0	-0.5	4
CC1(C)Cc2ccccc2C(CSc2ccccc2C(=O)O)=N1	5	1	6	25	93	3	83	-0.4	-0.3	23
O=C(CSc1nnc(-c2cccs2)o1)c1cccs1	4	2.8	-45	100	141*	-1	102	-0.3	0.3	0
O=C(NC(=S)Nc1cc(C(F)(F)F)ccc1Cl)c1ccccc1	-5	0.9	-2	2	101	-2	102	-6.2	-0.3	-2
CCSCc1nnc(SCC(=O)c2ccc(OC)cc2)n1C	7	1.1	2	-32	95	-4	105	0.6	-0.3	-3
CCNc1ccc(C(=O)OCC(=O)NCc2ccccc2Cl)cc1[N+](=O)[O-]	14	1.1	-3	12	102	3	102	0.2	-0.1	0
Cc1nc(NS(=O)(=O)c2ccccc2)sc1NC(=O)OC(C)C	-7	1.2	4	7	96	2	101	-0.2	-0.2	4
COc1cc(OC)cc(-c2nnc(SCc3c(F)cccc3Cl)o2)c1	-2	2	-4	23	104	-5	110	1.2	0.1	-6
COc1ccc(OC)c(C(=O)c2ccccc2)c1	3	0.92	2	6	99	-4	97	0.0	-0.3	5
CC(C)CC(O)(CC(C)C)C(=O)NNc1ccccc1	-6	1.2	5	14	98	15*	102	0.2	0.0	1
Cc1cnc(NC(=O)CSc2ccc(Cl)cc2)s1	-8	1.2	4	13	97	0	92	1.5	0.0	14
O=C(NCc1ccccn1)C1CN(S(=O)(=O)c2ccccc2)CCN1S(=O)(=O)c1ccccc1 (configuration not stated)	-10	1.1	2	-1	97	4	94	-1.0	-0.1	12
CCC(=O)Nc1cccc(-c2cn3ccsc3n2)c1	-4	1.3	-7	6	104	1	92	-0.1	-0.2	10
CCn1cc(-c2cc(C(=O)O)c3ccccc3n2)c(C)n1	-22	1.3	3	-23	97	2	96	-0.2	-0.2	6
O=C(O)Cn1c(CCS(=O)(=O)c2ccc(Br)cc2)nc2ccccc21	-15	1.1	2	-1	100	-1	98	-0.6	0.0	8
CCCn1nc(CC(=O)OCC)c2ccccc2c1=O	1	1.2	7	-12	93	2	104	-3.1	0.5	0
Cc1cc(C(=O)c2ccc(C(C)(C)C)cc2)c(NC(=O)CCl)s1	0	0.81	1	2	99	1	104	-0.3	-0.3	-1
COC(=O)c1ccc(C(=O)OC)c(NC(=O)CSCc2ccc(Cl)cc2)c1	2	1.3	-7	-4	106	2	102	-6.5	-0.4	-2
CCOC(=O)c1nnc2cc(-c3ccccc3)nn2c1C	-1	1.8	-12	-3	111	-1	89	2.5	-0.3	18
Cc1cccc(NC(=O)Cn2nnc(-c3cccs3)n2)c1C	8	1.2	6	13	94	-1	107	1.7	-0.2	-6
C=CCc1cccc(Cl)c1OCCON1C(=O)CCC1=O	-9	1.4	5	19	95	1	100	-0.8	-0.1	6
COc1ccccc1N1CCN(C(=O)c2cccc(N3C(=O)NC4CC3(C)Oc3ccccc34)c2)CC1 (configuration not stated)	7	0.87	-4	-7	104	0	104	0.7	-0.4	3
O=S(=O)(NCc1ccccc1)c1ccc(S(=O)(=O)N(Cc2cccs2)CC2CCCO2)cc1 (configuration not stated)	9	1.1	5	-7	95	-3	109	0.0	-0.3	-4
Cc1cccc(NC(=O)c2cc([N+](=O)[O-])ccc2N2CCCCC2)n1	12	2.1	-6	6	102	2	100	0.1	-0.3	4
c1ccc(SCc2nc3ccccc3[nH]2)cc1	-3	2.3	-13	69	112	-4	99	-4.3	-0.1	6
C=CCNS(=O)(=O)c1ccc2nsnc2c1	2	0.99	-2	21	103	1	106	-2.5	-0.4	0
CCN(c1ccccc1)S(=O)(=O)c1cc(C(=O)Nc2ccc(Br)cc2)ccc1F	4	0.69	-5	-8	105	-9	84	1.5	-0.5	21
O=S(=O)(NCc1cccnc1)c1cc(Cl)ccc1Cl	13	1.1	2	7	98	0	97	-0.1	-0.6	10
Cc1nn(CCc2nn[nH]n2)c2nc(C(F)(F)F)cc(C(F)(F)F)c12	-3	1	4	-14	96	-4	94	1.8	-0.2	8
COc1ccccc1C(=O)CSc1n[nH]c(N)n1	-5	1.4	-2	0	102	-4	97	1.6	-0.2	7
O=C(O)c1ccc(OC(F)(F)C(F)C(F)(F)F)cc1 (configuration not stated)	10	1.1	-5	-9	105	-3	92	0.5	-0.2	11
COc1ccc(CNc2nc3nc(C)c(Cl)c(=O)n3[nH]2)cc1OC	-5	1.1	-1	10	101	-9	100	0.0	-0.1	0
Cc1ccc(C(=O)NCC(=O)OCC(=O)/C=C2\N(C)c3ccccc3C2(C)C)cc1C	4	1.4	9	-8	94	-1	100	-0.1	-0.2	-2
O=C(CNS(=O)(=O)c1ccc(F)cc1)N1CCCCCC1	1	1.2	-5	-6	103	-14	98	0.2	-0.4	4
Cn1c(=O)oc2cc(S(=O)(=O)NCCN3CCN(c4ccccc4F)CC3)ccc21	-3	1	-2	-5	102	-8	109	0.0	0.2	-2
CCOC(=O)C1CCCN(c2cc(=O)n(Cc3ccc(F)cc3)c(=O)[nH]2)C1 (configuration not stated)	-12	0.97	0	-3	100	1	101	3.9	-0.1	3
CC1=C(C(=O)OCC2CCCO2)C(c2cccc(O)c2)NC(=O)N1 (configuration not stated)	7	1.1	11	18	90	-3	103	1.4	0.0	0
Nc1nc2n(n1)C(c1ccc(F)cc1)CC(c1ccc(F)cc1)N2 (configuration not stated)	6	0.93	4	29	96	-7	97	0.1	0.1	4
NC(=O)COC(=O)c1ccccc1OCc1ccccc1	-4	0.88	5	-14	94	1	101	0.2	-0.4	0
CC(=O)OCC12COC3c4ccccc4OC(C)(CC1C)C3C2C (configuration not stated)	-2	1.5	5	9	94	-2	97	-0.9	-0.1	14
c1csc(Cn2nnnc2CN2CCN(c3nc4ccccc4s3)CC2)c1	-2	0.81	4	-1	97	-1	91	1.8	-0.2	20
COc1cc2[nH]c(-c3ccc(C)cc3)cc(=O)c2cc1OC	0	1.1	-8	12	107	-2	107	0.7	-0.3	-11
COC(=O)c1c(C)[nH]c(O)c1C=Nc1ccc(Oc2ccccc2)cc1	-3	1.1	-7	39	105	-1	91	-1.1	0.0	17
CCCCN(C)C(=O)c1cc2cc([N+](=O)[O-])cc(OC)c2oc1=O	7	1.2	2	2	97	-2	101	-0.8	-0.1	2
CCC(=O)Nc1ccnc(-c2cccnc2)n1	-14	1	1	4	99	-2	92	1.2	-0.2	16
Cc1cc(Nc2cccc(C(F)(F)F)c2)n2nc(C)nc2n1	-5	1.2	-7	15	104	0	98	-0.9	-0.2	7
C=CCOC(=O)C1=C(C)Nc2nc3ccccc3n2C1c1ccncc1 (configuration not stated)	-10	0.82	-7	4	106	-4	108	-1.5	-0.4	-6
O=C(CN1CCCCC1)Nc1ccc(S(=O)(=O)N2CCCCCC2)cc1	4	0.9	7	6	93	-7	102	-0.3	0.2	7
Cc1cc(OC(=O)c2ccc(S(=O)(=O)N3CCOCC3)cc2)c([N+](=O)[O-])c(=O)[nH]1	-4	1.8	1	-11	99	-2	103	-8.9	-0.2	-1
CC1CC2c3cccc(C(=O)O)c3C(=O)N2c2ccc(Cl)cc21 (configuration not stated)	4	0.91	6	-11	93	-3	100	0.0	0.0	2
Cc1noc(NS(=O)(=O)c2ccc(NC(=O)CS(=O)(=O)c3ccccc3)cc2)c1C	4	1.4	2	9	98	0	102	3.0	-0.2	1
CCOC(=O)C1C(=O)CC(C)(O)C(C(=O)OCC)C1c1ccccc1 (configuration not stated)	2	1.3	-2	-9	102	-4	101	0.2	-0.1	3
C/C(N)=C(/C#N)C(=O)COC(=O)c1ccc(C)c(S(=O)(=O)N2CCCCC2)c1	1	0.89	2	-23	98	-3	115	0.4	-0.2	-14
CCCOC(=O)c1ccc(NC(=O)/C=C/c2cccs2)cc1	-4	1.2	-18	37	119	-3	96	-0.2	-0.2	2
CC(C)NC(=O)C1CCN(C2CCN(C(=O)c3cc4c(s3)CCCCC4)CC2)CC1	-33	0.85	0	-19	100	-5	102	0.1	0.0	4
COc1ccc(N2C(=O)CSC23C(=O)N2c4c(cccc43)C(C)=CC2(C)C)cc1 (configuration not stated)	16	0.89	-3	-17	99	-4	99	0.1	-0.6	2
C/C(=N\NC(=O)c1cc([N+](=O)[O-])cc([N+](=O)[O-])c1)c1ccco1	5	1.1	8	-7	90	1	82	-0.2	-0.2	26
S=C1NC2=C(CCCC2)C2(CCCCC2)N1	-18	1	-1	-3	101	1	108	1.1	0.1	-6
Cc1c(C(=O)O)oc2c1ccc1ccccc12	14	0.98	5	-4	95	0	105	1.3	0.7	0
CCOC(=O)c1sc2nc(Cc3ccc(Cl)cc3)[nH]c(=S)c2c1C	-5	0.99	0	23	99	-8	95	-0.9	-0.1	11
FC(F)Oc1ccccc1C1CC(c2ccc(Br)s2)Nc2ncnn21 (configuration not stated)	7	0.63	-1	6	102	-3	103	-0.4	-0.1	3
Cc1ccc(O)c(N=NC2=C(O)CC(C)(C)CC2=O)c1	3	2.8	7	-36	94	-3	95	-0.1	0.1	6

Bioassay records as filed in PubChem.
